Compound activity deposited in PubChem by several laboratories.
OX1R antag-1: OX1R (HCRTR1) antagonists, primary screen, fluorescence, CHO/OX1R cells, Fluo-8 calcium, orexin A. Orexin/Hypocretin receptor type 1 (Homo sapiens), O43613. Fluo-8 calcium fluorescence. inhibition, % at 5 µM. hit rate 0.43% among 330,000. AID 434989, 2010;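 active means inhibition above its plate's threshold, mean inhibition of all tested compounds on the plate plus 3 SD, cut at about 37% in these data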;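 further: 0% = orexin A challenge wells and 100% = SB-334867-A antagonist wells; not every result past the cut was called active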
Target sequence (O43613 whole entry, looked up): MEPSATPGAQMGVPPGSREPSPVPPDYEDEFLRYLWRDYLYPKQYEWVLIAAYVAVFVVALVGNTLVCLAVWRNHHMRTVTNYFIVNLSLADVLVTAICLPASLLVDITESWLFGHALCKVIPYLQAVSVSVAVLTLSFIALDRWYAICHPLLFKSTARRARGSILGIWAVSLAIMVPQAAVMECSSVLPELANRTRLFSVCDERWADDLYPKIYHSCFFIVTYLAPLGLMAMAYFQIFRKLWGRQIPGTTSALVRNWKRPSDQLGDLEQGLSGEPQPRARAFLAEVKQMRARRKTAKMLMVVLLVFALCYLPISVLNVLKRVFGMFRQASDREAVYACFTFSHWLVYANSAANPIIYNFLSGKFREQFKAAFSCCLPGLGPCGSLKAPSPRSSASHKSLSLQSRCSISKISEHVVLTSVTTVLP
STK33 kinase inh: inhibitors of purified STK33 kinase, primary screen, biochemical, ADP-Glo luminescence, homogeneous, cell-free; MBP phosphorylation; inhibition, % at 10 µM; hit rate 0.073% among 320,000; AID 2661, 2010;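 active means inhibition at or above 25%, using the most active replicate where run in duplicate; inactive means inhibition below 25%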
Target sequence (Q9BYT3 whole entry, looked up): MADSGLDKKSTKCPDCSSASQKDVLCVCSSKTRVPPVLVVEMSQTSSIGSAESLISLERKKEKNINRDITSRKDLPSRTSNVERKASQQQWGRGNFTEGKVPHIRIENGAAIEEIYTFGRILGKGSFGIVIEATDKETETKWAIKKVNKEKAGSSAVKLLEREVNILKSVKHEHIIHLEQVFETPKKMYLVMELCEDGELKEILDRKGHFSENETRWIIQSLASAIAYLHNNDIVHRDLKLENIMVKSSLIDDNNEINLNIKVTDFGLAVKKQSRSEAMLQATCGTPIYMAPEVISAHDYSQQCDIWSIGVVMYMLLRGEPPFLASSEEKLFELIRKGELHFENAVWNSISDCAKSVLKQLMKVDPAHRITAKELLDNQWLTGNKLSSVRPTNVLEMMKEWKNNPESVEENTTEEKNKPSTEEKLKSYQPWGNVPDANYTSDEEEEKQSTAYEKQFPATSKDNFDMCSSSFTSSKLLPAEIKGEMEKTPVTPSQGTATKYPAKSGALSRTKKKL
OX1R antag-2: antagonists of human orexin 1 receptor (OX1R). AID 485270, 2010. OX1R-expressing cells, FRET antagonist read-out. Orexin/Hypocretin receptor type 1 (Homo sapiens), O43613. hit rate 1.8% among 330,000. inhibition, % at 6.6 µM; in the data active means inhibition mostly above about 38%, no sharp cut-off; inactive means mostly below about 40%;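 further: 0% = agonist challenge alone and 100% = reference antagonist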
* hit, by the source's call; · = no result given.

SMILES	OX1R antag-1	STK33 kinase inh	OX1R antag-2
CCN1CCN(CCNC(=O)c2ccc(CS(=O)(=O)c3ccccc3C)o2)CC1	-12	-0.3	17
O=C(NC(Nc1nc2ccc([N+](=O)[O-])cc2s1)(C(F)(F)F)C(F)(F)F)c1ccccc1Cl	25	-0.2	90*
Cn1cc(CNCc2cnc3ccccn23)c(-c2ccc(Oc3ccccc3)cc2)n1	-16	0.9	7
Cc1cc(C)nc(N/N=C/c2ccccc2OCc2ccccc2)n1	-29	0.9	38
COc1ccc(C(=O)Nc2ccnn2C2CCN(C3CCC3)CC2)cc1	-15	4.9	0
O=S(=O)(c1cccc(C(F)(F)F)c1)N1CCN(CC(O)COCc2ccccc2)CC1 (stereo not drawn)	-7	1.7	2
O=C(O)CCc1ccc(-c2cccs2)n1CCc1ccccc1	-18	-0.3	14
CC(C)(C)NS(=O)(=O)c1ccc(OCC(=O)NCCC2=CCCCC2)cc1	-20	-0.3	19
O=C(Cc1ccccc1F)Nc1ccc2c(c1)CCC2	-22	-2.3	20
CCn1c(SCC(=O)NC2CCCC2)nnc1C(C)C	-18	0.1	-10

Reprinted from the part before: seven compounds; new compounds follow.
SMILES	OX1R antag-1	STK33 kinase inh	OX1R antag-2
Cc1cc(C)nc(N/N=C/c2ccccc2OCc2ccccc2)n1	-29	0.9	38
COc1ccc(C(=O)Nc2ccnn2C2CCN(C3CCC3)CC2)cc1	-15	4.9	0
O=S(=O)(c1cccc(C(F)(F)F)c1)N1CCN(CC(O)COCc2ccccc2)CC1 (stereo not drawn)	-7	1.7	2
O=C(O)CCc1ccc(-c2cccs2)n1CCc1ccccc1	-18	-0.3	14
CC(C)(C)NS(=O)(=O)c1ccc(OCC(=O)NCCC2=CCCCC2)cc1	-20	-0.3	19
O=C(Cc1ccccc1F)Nc1ccc2c(c1)CCC2	-22	-2.3	20
CCn1c(SCC(=O)NC2CCCC2)nnc1C(C)C	-18	0.1	-10
Cc1cc(C)c(OCCOCCN2CCNCC2)c(C)c1	-13	-0.1	2
COc1cc(NC(=O)COC(=O)CCc2nc3ccccc3c(=O)[nH]2)cc(OC)c1	0	-0.1	7
COc1ccc(C/C(=N\OC(C)=O)c2ccc(OC)cc2)cc1	-12	1.9	11
CC(=O)Nc1cn(-c2ccccc2)nc1-c1ccccc1	-30	0.7	-5
Cc1ccc2c(CN(C)Cc3ccc(Cl)cc3Cl)cc(=O)oc2c1	-38	-1.4	14
COc1cccc(CNC(=O)N2CCN(S(=O)(=O)c3ccc(Cl)cc3)CC2)c1	-13	-1.9	4
COc1nc(NCCN2CCOCC2)nc(Nc2ccc([N+](=O)[O-])cc2)n1	4	1.4	12
CCc1ccc(NC(=O)c2nc(S(=O)(=O)Cc3ccccc3)ncc2Cl)cc1	63*	-1.2	24
O=C1OC(=O)C2C1[C@@H]1CC[C@H]2O1 (stereo partly drawn)	2	0.3	10
CCC(C)(C)n1nnnc1C(C(C)C)N(CCN1CCOCC1)Cc1cc2cccc(C)c2[nH]c1=O (stereo not drawn)	-20	-0.9	-1
COc1cc(C(=O)Nc2sc3c(c2C(=O)NCc2ccco2)CCCC3)cc(OC)c1OC	-16	-0.1	17
Cc1nc(-c2noc(-c3ccccc3Cl)n2)c(C(F)(F)F)o1	-17	-2.5	2
CC(=O)NS(=O)(=O)c1ccc(NC(=O)/C=C/c2ccco2)cc1	-12	-1.0	33
COc1ccc(NC(=O)c2cc(S(=O)(=O)N3CCOCC3)ccc2C)cc1S(=O)(=O)N1CCOCC1	-12	-0.8	4
CSCCC(NS(=O)(=O)c1ccc2ccccc2c1)C(=O)O (stereo not drawn)	-7	-2.9	17
O=C(Cc1ccc(Br)cc1)Nc1cccc(Cl)c1	-16	0.4	28
C=CCNC(=O)N1CCC(CO)(Cc2ccc(Cl)cc2)CC1	-10	0.3	3
CC1=C(C(=O)Nc2ccc(Br)cc2)C(c2ccco2)NC(=O)N1 (stereo not drawn)	-11	3.1	17
COc1ccc2c(CC(=O)NCCN3C(=O)S/C(=C\c4cccnc4)C3=O)coc2c1	2	-3.8	38
CCC(=O)c1cn(/C(=C\C(=O)OC(C)(C)C)CCC(OC)OC)cc1CC	-26	-1.2	19
CC1CCCCN1C(=O)CN1C(=O)CN(C)C(=O)c2ccccc21 (stereo not drawn)	1	0.6	8
COc1ccc(NC(=O)c2cc(C)cc(C)c2)cc1S(=O)(=O)N1CCCCC1	-23	-1.9	1
COc1cc(OC)cc(C(=O)NCC(=O)NCCN2C(=O)S/C(=C\c3ccccc3Cl)C2=O)c1	10	-0.8	16
O=C(Cc1ccccc1)Nn1c(O)c(/C=C2\C=Nc3ccccc32)sc1=S	21	-2.3	43
O=C(c1ccc(Br)o1)N1CCN(c2ccc3nnc(-c4ccc(F)cc4)n3n2)CC1	-23	-0.9	19
CC(=O)Oc1ccc2c3c(c(=O)oc2c1)CCCC3	-18	0.7	8
Nc1nc(-c2ccccn2)nc(N)c1Cc1ccc(Cl)cc1Cl	-28	-0.6	-49
NC(=O)c1cc2ccc(O)cc2oc1=NCc1ccccc1	-3	·	19
Brc1ccc(-c2noc3c2-c2nc(C4CCCCC4)sc2CC3)cc1	-6	-1.1	8
Cc1cc(CNC(=O)C2(C(F)(F)F)C/C(=C\Cc3ccccc3)CCCO2)nn1C (stereo not drawn)	-21	-0.8	3
CCN(Cc1ccccc1)C(=O)COc1cc(=O)n(CC)c2ccccc12	-11	0.5	58*
CCC1=Nc2cc(C(=O)NCc3ccco3)ccc2Sc2ccc(Cl)cc21	-21	-2.3	14
COc1ccc(C)cc1S(=O)(=O)N1CCC(C(=O)NCCC2=CCCCC2)CC1	-21	-1.4	15
O=S(=O)(NCC1CN(S(=O)(=O)c2c(F)cccc2F)C1)c1ccc2c(c1)OCCO2	29	-0.1	10
COC(=O)C1CCN(S(C)(=O)=O)CC1	-10	0.1	1
COCCNc1ncnc2c1cnn2-c1ccc(Cl)cc1	4	-0.8	13
OC1(c2cccs2)CN(c2ccc(Br)cc2)C2=[N+]1CCCS2 (stereo not drawn)	-24	-0.5	10
NC(N)=Nc1nc2ccc(Br)cc2c(=O)[nH]1	6	2.2	12
CC12CCC(C(=O)NCCCn3ccnc3)(OC1=O)C2(C)C (stereo not drawn)	-23	0.5	17
N/C(=N\OC(=O)c1cc(-c2ccccc2)nc2ccccc12)c1ccccn1	-8	-0.4	13
CCOC(=O)N1CCN(c2nnc(-c3ccc(C)cc3)c3ccccc23)CC1	-27	-0.9	10
CCCc1nnc(SCC(=O)Nc2ccc3c(c2)OCCO3)n1CCOC	-15	-1.2	11
O=C(CN1C(=O)C2CC=CCC2C1=O)Nc1ccc(S(=O)(=O)Nc2ncccn2)cc1 (stereo not drawn)	0	2.0	-1
Cc1cccc(N2CCN(S(=O)(=O)c3ccc4[nH]c(=O)c(=O)[nH]c4c3)CC2C)c1 (stereo not drawn)	26	0.2	7
Cc1nc(C)n(CC(=O)c2ccc(Cl)cc2Cl)n1	-9	1.0	5
Cc1ccc(C(=O)N/C(=C\c2ccc(-c3ccc(Br)cc3)o2)C(=O)NC2CCS(=O)(=O)C2)cc1 (stereo not drawn)	-20	-1.3	12
Cc1ccccc1CC(=O)Nc1cccc(S(=O)(=O)N2CCCC2)c1	-1	-1.0	11
CCCc1[nH]n(-c2ccc(F)cc2)c(=O)c1C=Nc1ccc(C)cc1	-21	-1.6	20
Cc1ccc(OCC(O)CN2CCN(CC(O)COC(C)C)CC2)c(C(C)(C)C)c1 (stereo not drawn)	-2	0.6	11
Cc1[nH]c2ccc(F)cc2c1CCN(Cc1ccncc1)C(=S)Nc1ccc(F)cc1	-25	0.2	19

Some of the entries so far, with each value named:
> Cc1ccccc1CC(=O)Nc1cccc(S(=O)(=O)N2CCCC2)c1
  OX1R antag-1: -1 | STK33 kinase inh: -1.0 | OX1R antag-2: 11
> CCCc1[nH]n(-c2ccc(F)cc2)c(=O)c1C=Nc1ccc(C)cc1
  OX1R antag-1: -21 | STK33 kinase inh: -1.6 | OX1R antag-2: 20
> Cc1ccc(OCC(O)CN2CCN(CC(O)COC(C)C)CC2)c(C(C)(C)C)c1 (stereo not drawn)
  OX1R antag-1: -2 | STK33 kinase inh: 0.6 | OX1R antag-2: 11
> Cc1[nH]c2ccc(F)cc2c1CCN(Cc1ccncc1)C(=S)Nc1ccc(F)cc1
  OX1R antag-1: -25 | STK33 kinase inh: 0.2 | OX1R antag-2: 19

(listing goes on)
SMILES	OX1R antag-1	STK33 kinase inh	OX1R antag-2
CC(=O)N1CCCc2cc(S(=O)(=O)N3CCCC(C(=O)Nc4ccc(C)cc4C)C3)ccc21 (stereo not drawn)	-6	-0.1	8
Cc1ccc(NC(=O)CN2C(=O)COc3ccc(S(=O)(=O)N4CCCC4)cc32)c(C)c1	-21	-1.7	21
CN1c2ccccc2C(O)=C(C(=O)Nc2ccccc2)S1(=O)=O	-22	1.3	25
CCN(CC)S(=O)(=O)c1ccc(N2CCOCC2)c(NC(=O)CC23CC4CC(CC(Br)(C4)C2)C3)c1	-38	-2.0	14
O=C(O)CCCn1cc(NC(=O)COc2ccc(F)cc2F)cn1	-6	-1.5	14
CC(C)(C)OC(=O)C[C@H]1C/C=C\C[C@H](CC(=O)N(CCO)Cc2ccccc2)C(=O)NCCOC1=O	-5	0.1	5
CNC(=O)/C(C#N)=c1\s/c(=C/C(=O)OC)c(=O)n1-c1ccccc1	-12	-0.4	69*
CCOC(=O)c1sc(NC(=O)CN2C(=O)NC3(CC(C)CC(C)(C)C3)C2=O)c(C(=O)OCC)c1C (stereo not drawn)	-14	-0.5	0
O=C(COC(=O)c1ccc(O)cc1)NCc1ccc2c(c1)OCO2	-3	-0.3	10
O=C(COC(=O)CSc1nnc(-c2ccc(Cl)cc2)o1)NCc1ccc2c(c1)OCO2	-2	0.2	14
CC(=O)N[C@@H](CC(=O)N[C@H](CCC(=O)O)C(=O)O)C(=O)O	-9	-1.2	10
Cc1cc(C#N)c(C)c(SCc2[nH]nc3c2C(c2ccccc2)C(C#N)=C(N)O3)n1 (stereo not drawn)	7	-1.3	39
Cc1ccc(Nc2ncnc3c2oc2ccccc23)cc1	-15	0.4	54
COc1ccc(NC(=O)c2cc(-c3ccc(C)o3)nc3ccccc23)c(OC)c1	-32	-0.6	5
Cc1cccc(C)c1NCc1n[nH]c(=S)n1-c1ccccc1	-8	0.3	18
O=C(CSc1ncnc2c1oc1ccccc12)c1cccs1	-29	-0.2	6
O=C1C=C(c2ccc3[nH]ccc3c2)C[C@@H](c2ccc(Cl)cc2)C1	-11	0.1	3
COc1ccccc1C(=O)NNC(=S)NC(=O)c1cc(OC)c(OC)c(OC)c1	12	-2.6	22
CC(=O)c1ccc(OCCCC(=O)NC2CCC(C)CC2)cc1 (stereo not drawn)	-20	-1.4	13
Cc1ccc(SCCNC(=O)C(CO)(CO)CO)cc1	8	-1.6	-2
O=c1nc(Nc2ccc([N+](=O)[O-])cc2)[nH]c(=O)[nH]1	-8	-0.9	-3
CCOc1ccc2nc(N3CCCN(C(=O)Nc4ccccc4C)CC3)c(C#N)cc2c1	-18	0.0	5
COc1ccc(-c2cc3c(=O)n(CC(=O)NCCCN4CCC(N5CCCCC5)CC4)ncn3n2)cc1	2	3.2	7
CN(Cc1ccccc1)C(=O)COC(=O)CNS(=O)(=O)c1ccc2ccccc2c1	-13	-2.1	24
COc1ccc(/C=N/OCC(=O)Nc2nc3ccccc3s2)cc1OC	-30	-1.7	18
CN(C)c1ncccc1-c1nc2ccccc2s1	-23	3.2	30
Oc1ccc2c(ccc3[nH]cnc32)c1	7	13	-9
CCCNC(=O)C1(CC2CC(c3ccccc3)=NO2)CCN(C(=O)c2cc(OCC)c(OCC)c(OCC)c2)CC1 (stereo not drawn)	-25	0.0	-1
Nc1cccc2c1C(=O)N(c1ccccc1)C2=O	-1	-1.5	25
CCOc1ccc(N(CC(=O)Nc2ccc(OC)cc2)S(=O)(=O)c2c(C)[nH]c(=O)[nH]c2=O)cc1	7	-0.3	17

A few values from the entries so far:
`COc1ccccc1C(=O)NNC(=S)NC(=O)c1cc(OC)c(OC)c(OC)c1` – OX1R antag-2 = 22
`CCN(CC)S(=O)(=O)c1ccc(N2CCOCC2)c(NC(=O)CC23CC4CC(CC(Br)(C4)C2)C3)c1` – OX1R antag-1 = -38

Next section:
SMILES	OX1R antag-1	STK33 kinase inh	OX1R antag-2
COc1ccccc1C1C2=C(COC2=O)Nc2cc3c(cc21)OCO3 (stereo not drawn)	-20	-0.8	1
Cc1nonc1NC(=O)CSc1nc(C23CC4CC(CC(C4)C2)C3)nc2ccccc12	-42	-1.0	8
O=C(NCC(O)c1ccc([N+](=O)[O-])cc1)C1CCCCC1 (stereo not drawn)	-11	-0.7	17
Cc1ccccc1CSc1nnc([C@@H]2CCCN2)o1	-7	-2.4	27
COc1ccc2c(c1OC)CN(C)CCc1cc3c(cc1C(O)C2)OCO3 (stereo not drawn)	-7	-0.1	27
Cc1c(OC(C)C(=O)NCCCN2CCOCC2)ccc2c3c(c(=O)oc12)CCC3 (stereo not drawn)	-18	0.7	12
COc1ccc(/C(C)=N\Nc2nc(-c3ccc(Cl)cc3)cc(C(F)(F)F)n2)cc1OC	-29	-1.2	24
C=CCNC(=S)Nc1c(C(=O)OC)[nH]c2cc(OC)ccc12	-2	1.1	20
CN(C[C@H](c1ccccc1)N(C[C@H](Cc1ccccc1)N(CCc1ccccc1)N=O)N=O)N=O	-17	0.7	34
Cc1cc(C(=O)N/N=C/c2ccc(C)s2)n[nH]1	-11	-0.8	11
CS(=O)(=O)c1ccccc1C(=O)Nc1cccc(-c2nc3ccccc3o2)c1	-20	0.8	13
COc1ccc2nc(NCCCO)[nH]c2c1	3	0.2	13
CCOC(=O)C1=C(C)NC(C)=C(C(=O)OC)C1c1cccc([N+](=O)[O-])c1 (stereo not drawn)	-16	-0.8	21
